Compound activity from PubChem.
GPR55 activation = GPR55 agonists via beta-arrestin recruitment, primary screen, imaging, U2OS cells, beta-arrestin-GFP redistribution (AID 1961); hit rate 0.048% among 290,000; activation, % at 10 µM, or EC50 in µM where a hit was titrated; U2OS GPR55 beta-arrestin-GFP redistribution imaging; higher % means a stronger effect;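 active = activation above 40% with more than 50 cells counted in the well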;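 note: U2OS osteosarcoma cells stably expressing GPR55 and beta-arrestin-GFP; plate controls were DMSO negative control for no effect and LPI positive control for full effect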
GPR55 antagonists = inhibition of LPI-stimulated GPR55 beta-arrestin translocation – imaging, U2OS, beta-arrestin-GFP, LPI agonist, primary screen (AID 2013); U2OS GPR55 beta-arrestin-GFP translocation imaging, LPI antagonism; higher % means a stronger effect; one-dose inhibition, % at 10 µM; IC50 in µM for titrated hits; hit rate 0.13% among 290,000;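 active = spots per cell inhibited over 60%, with over 100 cells counted and total cytoplasm intensity under 500,000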;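 note: U2OS cells stably carrying GPR55 and arrestin-GFP stimulated by 5 µM LPI near EC80; imaged beta-arrestin-GFP aggregate spots per cell after agonist stimulation; plate controls were LPI-stimulated DMSO wells for no effect and DMSO wells without LPI for full effect; some results filed as inactive read as strong as hits; confirmed hits need IC50 under 10 µM and bright autofluorescent wells are also inconclusive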
NTR1 ag = NTR1-driven beta-arrestin-GFP spot formation – imaging, U2OS cells, high content, primary screen (AID 493036); P30989; agonist mode; activation, % at 20 µM; hit rate 0.17% among 330,000;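 active = activation at or above 40% of the spot to cytoplasm intensity ratio, with at least 20 cells analyzed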;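 note: 0% = DMSO without peptide and 100% = 100 nM NTR1 peptide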
Target sequence (P30989 whole entry, looked up): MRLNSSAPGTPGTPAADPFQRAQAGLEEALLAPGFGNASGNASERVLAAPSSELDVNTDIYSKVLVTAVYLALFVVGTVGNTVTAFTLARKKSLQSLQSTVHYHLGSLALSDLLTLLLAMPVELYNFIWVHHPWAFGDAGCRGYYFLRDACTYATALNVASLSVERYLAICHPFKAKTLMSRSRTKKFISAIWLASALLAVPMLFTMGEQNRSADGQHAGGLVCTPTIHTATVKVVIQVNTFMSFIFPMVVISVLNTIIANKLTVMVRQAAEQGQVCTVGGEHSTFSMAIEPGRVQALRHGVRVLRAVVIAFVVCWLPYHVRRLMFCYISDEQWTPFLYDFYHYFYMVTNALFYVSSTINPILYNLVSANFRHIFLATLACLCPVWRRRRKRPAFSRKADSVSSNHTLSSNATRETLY
KOR beta-arrestin-1 = KOR antagonists, beta-arrestin recruitment, cell-based, luminescence, uHTS (AID 1778); KOR beta-arrestin recruitment, luminescence, antagonist mode; higher % means a stronger effect; inhibition, % at 10 µM; hits with a dose series show IC50 in µM; hit rate 0.091% among 290,000; in the data active = inhibition above about 50%; note: strong numbers were not always called active
KOR beta-arrestin-2 = kappa opioid receptor activators – cell-based, luminescence, uHTS, primary screen (AID 1777); KOR beta-arrestin recruitment, luminescence; higher % means a stronger effect; activation, % at 10 µM; hits with a dose series show EC50 in µM; hit rate 0.02% among 280,000; in the data active = activation above about 50%, passing the limit was not always enough; note: a part of the inactive calls stands beside numbers as strong as those of hits
West Nile virus CPE = inhibition of WNV-induced cytopathic effect – cell-based, CPE readout (AID 1621) | West Nile virus-infected cells, CPE inhibition; higher % means a stronger effect | CPE inhibition, % at 10 µM; hits with a dose series show IC50 in µM | hit rate 0.02% among 290,000; in the data active = a potency from the dose series; note: strong numbers were not always called active
T cell HTS = T cell immune modulators affecting CD8 T cell-vesicle binding; hit rate 0.068% among 330,000; 2C CD8+ T cell-vesicle binding, flow cytometry; active compounds read low; calls only at 7 µM;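 active = response, share of CD8 T cells binding vesicles, and their 90th percentile fluorescence all below set limits, cut at about 80% in these data, passing the limit was not always enough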
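Material: 2C TCR transgenic mouse naive CD8+ T cells, MACS-purified. Also added: QL9-charged Drosophila Ld/ICAM-1/B7-1 vesicles. Timing: binding 1.5 h at 37 °C. Measured by: high-throughput flow cytometry with anti-B7-1 and anti-CD8 staining. Read-out: percent CD8+ FL2 mean versus row control. Controls: Unloaded micro-vesicles (low), QL9 vesicles with 0.7% DMSO (high).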
GPR35 arrestin U2OS = GPR35 antagonists blocking zaprinast-driven arrestin recruitment, primary screen, imaging, U2OS, beta-arrestin-GFP, zaprinast agonist (AID 2058) | inhibition, % at 10 µM; hits with a dose series show IC50 in µM | hit rate 0.052% among 290,000 | U2OS GPR35 beta-arrestin-GFP translocation imaging, zaprinast antagonism; higher % means a stronger effect;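 active = inhibition of at least 50% with at least 30 cells and total cytoplasm GFP at most 10,000,000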
Salmonella PhoP GFP = PhoP-dependent GFP reporter repression – Salmonella Typhimurium, primary screen (AID 1863) | S. Typhimurium PhoP-regulated promoter GFP reporter, 4 h; higher % means a stronger effect | inhibition, % at 50 µM, or IC50 in µM where a hit was titrated | hit rate 0.16% among 300,000;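 active = inhibition over 29.93%, a cutoff 3 SD above the screen mean, later confirmed by dose response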;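 note: 0% = low Mg2+ inducing control and 100% = high Mg2+ repressing control; strong numbers were not always called active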
T cell HTS vesicle-bound % = further read-out of T cell HTS, marked with its call; double positive events, %; measured here: CD8+ vesicle-bound cell fraction;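 binding gate set so that unloaded-vesicle control wells show 10% double positive cells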
NTR1 ag cell count 20 µM = further read-out of NTR1 ag, marked with its call; cell count; measured here: cell count, cytotoxicity flag
An asterisk follows results filed as active; i = inactive; . = no result given; [ ] = dose if it differs, or a comment.

no.	Structure	GPR55 activation	GPR55 antagonists	NTR1 ag	NTR1 ag cell count 20 µM	KOR beta-arrestin-1	KOR beta-arrestin-2	West Nile virus CPE	T cell HTS	T cell HTS vesicle-bound %	GPR35 arrestin U2OS	Salmonella PhoP GFP
1	O=C(O)c1ccc(C(=O)O)c(C(=O)c2ccc(NC(=O)c3ccccc3)cc2)c1	-0.2%	-10%	0.0	68	-26%	0.2%	-0.3%	i	58	9%	0%
2	Cc1ccc(S(=O)(=O)N(CC(=O)N/N=C/c2ccco2)c2cc(Cl)cc(Cl)c2)cc1	-0.4%	1%	12	52	-16%	4.2%	-1.9%	i	50	-3%	5%
3	Cc1cc(NC(=O)CN2C(=O)NC(CCc3ccccc3)C2=O)no1 (stereo unspecified)	-0.4%	2%	-0.5	23	-4%	-1.8%	0.3%	i	25	-12%	6%
4	CC(Sc1nc2ccccc2s1)C(=O)c1c(N)n(C)c(=O)n(C)c1=O (stereo unspecified)	-0.1%	-2%	3.8	36	-25%	-4.9%	-1.3%	i	15	-17%	1%
5	Cc1cccc2cc(C3CC(c4cccs4)=NN3C(=O)CCC(=O)O)c(Cl)nc12 (stereo unspecified)	-0.1%	0%	1.7	69	1%	-3.8%	0.1%	i	38	6%	0%
6	COc1ccccc1C(=O)Nc1nnc(SCC(=O)Nc2ccc3c(c2)oc2ccccc23)s1	0.2%	2%	1.6	69	2%	-2.7%	-0.5%	i	50	.	-10%
7	Cc1ccccc1CSc1ncnc2ccccc12	0.2%	6%	2.8	73	16%	-7.0%	0.5%	i	50	-15%	-1%
8	CC(=O)c1ccc(S(=O)(=O)N2CCCc3ccccc32)cc1	-0.3%	-23%	-0.5	54	-32%[20 µM]	-0.8%	-0.6%	i	52	0%	7%
9	COc1cc(OC)c(C2Oc3nc(SC)nnc3-c3ccccc3N2C(C)=O)cc1OC (stereo unspecified)	-0.2%	3%	4.5	51	5%	-1.0%	-0.4%	.	.	8%	6%
10	COc1ccccc1CNC(=O)C(=O)NCC1OCCN1C(=O)c1cccs1 (stereo unspecified)	-0.6%	-2%	0.0	69	33%	-6.1%	0.2%	i	39	-1%	-8%
11	O=C(CSc1nnnn1-c1ccccc1)NCc1cccs1	0.0%	11%	-0.3	57	1%	2.7%	0.6%	i	53	-8%	-3%
12	CN1C(=O)Cc2cc(S(=O)(=O)N3CCN(c4ccccc4F)CC3)ccc21	-0.1%	-30%	0.2	61	-13%	3.9%	-0.8%	i	13	-16%	8%
13	O=C(NCc1cccnc1)C1CC(=O)N(C2CCCCC2)C1 (stereo unspecified)	-0.1%	9%	-1.3	51	-10%	2.8%	0.3%	i	38	3%	8%
14	Cc1ccc(F)cc1NC(=O)N1CCN(C2c3ccccc3-c3ccccc32)CC1	-0.2%	-5%	3.1	48	19%	6.1%	-1.0%	i	48	4%	-7%
15	COc1cc([N+](=O)[O-])cc(/C=N/NC(=O)c2ccc(NC(=O)c3ccc(C)cc3)cc2)c1O	0.2%	-1%	1.3	96	-5%[20 µM]	-7.3%	-1.1%	.	.	-11%	-6%
16	NNC(=O)CCN(Cc1ccco1)S(=O)(=O)c1ccc(Cl)cc1	-0.3%	5%	0.1	43	-5%	0.6%	-0.2%	i	30	11%	2%
17	COc1ccc(-n2nc(C(=O)NCC(=O)NCC3CCCO3)c3ccccc3c2=O)cc1 (stereo unspecified)	0.0%	-1%	1.3	62	-25%	-1.6%	0.6%	i	54	-4%	10%
18	O=C(CSc1nnc(-c2ccc3c(c2)OCO3)n1-c1ccccc1)c1ccc(Cl)cc1	-0.2%	12%	18	62	-13%	15%	-1.6%	i	17	-2%	-10%
19	Cc1ccccc1NC(=O)c1ccc(C)c(S(=O)(=O)N2CCN(C)CC2)c1	-0.3%	-2%	2.6	60	-27%	-1.9%	-0.2%	i	57	4%	-1%
20	CCOC(=O)Cc1c(C)nc2c(-c3ccc(Cl)cc3)c(C)[nH]n2c1=O	-0.1%	0%	1.2	56	6%	-1.5%	0.2%	i	59	-6%	-2%
21	Cc1ccccc1-n1nc2c(c1NC(=O)c1ccco1)CS(=O)(=O)C2	-0.3%	-30%	0.7	63	4%	4.8%	0.0%	i	3	10%	2%
22	Cc1c(C(=O)N2CCCc3ccccc32)sc2nc(-c3ccccc3)cn12	-0.1%	8%	7.0	56	-2%	2.1%	0.0%	i	38	11%	-2%
23	CC(Oc1cc2oc(=O)c3c(c2cc1Cl)CCC3)C(=O)NCCCN1CCOCC1 (stereo unspecified)	0.2%	13%	-0.3	61	-44%	3.3%	-0.6%	i	19	13%	-10%
24	C(=C/c1ccnc2nc(SC/C=C/c3ccccc3)nn12)/c1ccccc1	0.2%	9%	7.7	81	17%	-0.4%	1.7%	i	40	-7%	13%
25	Cc1ccc(NC(=O)c2c(Cl)nc3ccccn23)cc1	-0.3%	-2%	0.3	88	-15%	3.0%	-0.3%	i	48	-3%	-4%
26	Oc1cccc(NC(=S)N=Nc2c(O)[nH]c3ccc(Br)cc23)c1	-0.1%	1%	9.8	53	-10%	13%	-1.0%	i	9	5%	-12%
27	Cc1cc(/C=N/NC(=O)c2ccc(CN3CCOCC3)cc2)c(C)n1-c1ccccc1	-0.3%	11%	0.5	62	-10%	-1.0%	0.9%	i	28	-3%	3%
28	COc1ccc(-c2cn3cccnc3n2)cc1Br	0.1%	2%	0.5	46	2%	3.9%	-0.1%	i	43	5%	-7%
29	Cc1c(C(=O)N2CCCCC2)sc(NC(=O)c2ccco2)c1C#N	0.2%	2%	-0.8	28	13%	0.3%	0.2%	i	10	-9%	0%
30	CC(C)(C)c1cc(NC(=O)c2ccc(OC3CCCC3)cc2)no1	0.2%	6%	5.1	51	-18%	6.8%	-1.4%	i	15	1%	-2%

Part of the list above, set out differently.
1. O=C(O)c1ccc(C(=O)O)c(C(=O)c2ccc(NC(=O)c3ccccc3)cc2)c1
2. Cc1ccc(S(=O)(=O)N(CC(=O)N/N=C/c2ccco2)c2cc(Cl)cc(Cl)c2)cc1
3. Cc1cc(NC(=O)CN2C(=O)NC(CCc3ccccc3)C2=O)no1 (stereo unspecified)
4. CC(Sc1nc2ccccc2s1)C(=O)c1c(N)n(C)c(=O)n(C)c1=O (stereo unspecified)
5. Cc1cccc2cc(C3CC(c4cccs4)=NN3C(=O)CCC(=O)O)c(Cl)nc12 (stereo unspecified)
6. COc1ccccc1C(=O)Nc1nnc(SCC(=O)Nc2ccc3c(c2)oc2ccccc23)s1
7. Cc1ccccc1CSc1ncnc2ccccc12
8. CC(=O)c1ccc(S(=O)(=O)N2CCCc3ccccc32)cc1
9. COc1cc(OC)c(C2Oc3nc(SC)nnc3-c3ccccc3N2C(C)=O)cc1OC (stereo unspecified)
entry no.	1	2	3	4	5	6	7	8	9
GPR55 activation	-0.2%	-0.4%	-0.4%	-0.1%	-0.1%	0.2%	0.2%	-0.3%	-0.2%
GPR55 antagonists	-10%	1%	2%	-2%	0%	2%	6%	-23%	3%
NTR1 ag	0.0	12	-0.5	3.8	1.7	1.6	2.8	-0.5	4.5
NTR1 ag cell count 20 µM	68	52	23	36	69	69	73	54	51
KOR beta-arrestin-1	-26%	-16%	-4%	-25%	1%	2%	16%	-32%[20 µM]	5%
KOR beta-arrestin-2	0.2%	4.2%	-1.8%	-4.9%	-3.8%	-2.7%	-7.0%	-0.8%	-1.0%
West Nile virus CPE	-0.3%	-1.9%	0.3%	-1.3%	0.1%	-0.5%	0.5%	-0.6%	-0.4%
T cell HTS	i	i	i	i	i	i	i	i	.
T cell HTS vesicle-bound %	58	50	25	15	38	50	50	52	.
GPR35 arrestin U2OS	9%	-3%	-12%	-17%	6%	.	-15%	0%	8%
Salmonella PhoP GFP	0%	5%	6%	1%	0%	-10%	-1%	7%	6%

Further structures
no.	Structure	GPR55 activation	GPR55 antagonists	NTR1 ag	NTR1 ag cell count 20 µM	KOR beta-arrestin-1	KOR beta-arrestin-2	West Nile virus CPE	T cell HTS	T cell HTS vesicle-bound %	GPR35 arrestin U2OS	Salmonella PhoP GFP
31	O=C(CCCn1c(=O)[nH]c2ccccc2c1=O)NC1CCCCCC1	-0.4%	4%	-0.4	86	5%	0.3%	-0.3%	i	9	1%	5%
32	CCCN(CCC)C(=S)NC(=O)c1ccc(-c2ccccc2)cc1	0.2%	2%	0.0	72	13%	-2.3%	-0.1%	i	31	4%	2%
33	O=C(Cn1cc(/C=N/NC(=O)c2ccccc2Br)c2ccccc21)Nc1ccc(F)cc1	0.4%	-18%	-0.7	91	1%	-2.8%	-0.4%	i	52	-18%	3%
34	COc1ccc(OCc2nnc(SCC(=O)c3c(N)n(C)c(=O)n(C)c3=O)n2-c2ccccc2F)cc1	-0.1%	-15%	1.3	54	-34%[20 µM]	-2.4%	0.0%	i	20	-12%	-3%
35	CCC(c1nnnn1Cc1ccc2c(c1)OCO2)N1CCN(c2ccc(OC)cc2)CC1 (stereo unspecified)	0.2%	-16%	-0.5	56	-16%	-2.2%	-0.2%	i	26	2%	12%
36	O=C(CC1C(=O)NCCN1Cc1cccc(Oc2ccccc2)c1)NCCCn1cccn1 (stereo unspecified)	-0.3%	-3%	-1.4	39	-2%	-4.9%	0.5%	i	44	3%	-10%
37	Cc1cc(C)nc(NNC(=O)NC2CCCCC2)n1	0.0%	-11%	0.2	100	0%	-1.0%	-0.5%	i	53	-12%	-4%
38	COC(=O)[C@@H]1C[C@@H]2CC[C@@H](O)C[C@@H]2N1Cc1ccccc1OS(=O)(=O)c1ccc(C)cc1	0.3%	2%	-4.4	91	16%	-0.3%	0.7%	.	.	5%	1%
39	CCNS(=O)(=O)c1ccc2nc(NC(=O)c3cccnc3)sc2c1	0.2%	3%	-0.4	84	-11%	2.6%	-0.1%	i	55	5%	-8%
40	CC(C)CC1c2[nH]c3ccccc3c2CCN1C(=O)CCC(=O)N(C)C (stereo unspecified)	-0.1%	9%	0.3	55	-36%[20 µM]	.	0.6%	i	65	4%	-12%
41	Oc1ccccc1CNc1ccc(Br)cn1	1.7%	35%	15	23	-249%	1.5%	-0.8%	i	48	-41%	27%
